dFosB act: mouse delta FosB homodimer activation; P13346; purified delta FosB, TAMRA-CDK5 oligo fluorescence polarization; percent of positive-control signal above neutral wells; activation, % at 25 µM; 340,000 compounds, 0.99% hits;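 active = mean activation above about 17%, with every replicate also reaching it, limit read from the data, passing the limit was not always enough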;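 note: fluorescence polarization rise as delta FosB binds a TAMRA Cdk5 AP-1 oligo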
Target sequence (P13346 whole entry, looked up): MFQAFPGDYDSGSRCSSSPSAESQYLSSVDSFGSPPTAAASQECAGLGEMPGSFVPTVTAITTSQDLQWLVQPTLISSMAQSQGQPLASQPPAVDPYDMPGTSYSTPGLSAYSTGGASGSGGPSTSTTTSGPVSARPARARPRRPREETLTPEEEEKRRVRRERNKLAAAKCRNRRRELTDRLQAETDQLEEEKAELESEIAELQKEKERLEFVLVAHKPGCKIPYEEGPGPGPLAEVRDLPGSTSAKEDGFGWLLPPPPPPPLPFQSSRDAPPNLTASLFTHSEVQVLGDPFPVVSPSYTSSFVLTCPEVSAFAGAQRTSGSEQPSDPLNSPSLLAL
Keap1-Nrf2 PPI: disrupts human Keap1 binding to Nrf2 peptide; Q14145; Keap1 Kelch-Nrf2 peptide fluorescence polarization, 1536-well; inhibition, % at 9.4 µM; 340,000 compounds, 0.15% hits; in the data active = inhibition above about 12%;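 note: human Keap1 Kelch domain with fluorescein labeled Nrf2 9mer peptide probe; 0% = neutral control wells and 100% = peptide positive control; higher means more block of Keap1 binding to Nrf2 peptide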
Target sequence (Q14145 whole entry, looked up, the tested form may be a part): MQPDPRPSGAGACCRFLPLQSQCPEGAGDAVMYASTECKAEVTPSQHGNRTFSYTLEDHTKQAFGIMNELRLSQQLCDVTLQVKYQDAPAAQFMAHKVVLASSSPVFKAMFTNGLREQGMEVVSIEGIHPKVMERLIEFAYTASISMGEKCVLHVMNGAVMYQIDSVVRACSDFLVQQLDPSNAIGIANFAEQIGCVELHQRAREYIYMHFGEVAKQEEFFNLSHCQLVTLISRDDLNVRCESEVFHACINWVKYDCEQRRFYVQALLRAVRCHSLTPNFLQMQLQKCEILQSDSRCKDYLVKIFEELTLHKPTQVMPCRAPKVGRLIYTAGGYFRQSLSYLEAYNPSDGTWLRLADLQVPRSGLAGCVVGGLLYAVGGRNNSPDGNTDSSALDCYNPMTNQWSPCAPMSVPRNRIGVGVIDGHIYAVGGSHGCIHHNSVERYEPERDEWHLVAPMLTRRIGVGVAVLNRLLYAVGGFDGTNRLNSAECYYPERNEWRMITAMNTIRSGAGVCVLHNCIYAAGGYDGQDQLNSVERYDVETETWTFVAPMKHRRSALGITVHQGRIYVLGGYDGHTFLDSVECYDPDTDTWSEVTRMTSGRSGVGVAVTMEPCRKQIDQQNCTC
PvdQ inh: P. aeruginosa PvdQ acylase inhibition. purified PvdQ acylase, fluorescence plate reader. inhibition, % at 10 µM. 340,000 compounds, 0.063% hits; in the data active = inhibition above about 30%, passing the limit was not always enough;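 note: 0% = vehicle neutral wells and 100% = reference inhibitor wells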
SUMO Mot1 rescue: blocks SUMOylation pathway, rescuing yeast Mot1-301 growth; growth rescue, % at 18.8 µM; S. cerevisiae Mot1-301 growth rescue, ATP luminescence, 38.5C; percent above DMSO median, 100 means doubled; 320,000 compounds, 1% hits;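 active = every valid replicate shows activation above 250% relative to neutral control wells; inactive = the rest, any valid replicate at or below 250%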;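 note: OY570 slx delta 5 strain wells were the positive control but not used for scaling; some compounds called inactive have numbers as strong as hits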
Rtt109 HAT inh: inhibitors of Candida albicans Rtt109/Vps75 histone acetyltransferase; Q5AAJ8; inhibition, % at 34.9 µM; purified Rtt109/Vps75, ThioGlo CoA-SH fluorescence, 4 h; 330,000 compounds, 0.16% hits;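 active = inhibition of at least 50% in every replicate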
PfHsp90 set2: inhibits growth of yeast expressing Plasmodium falciparum Hsp90. S. cerevisiae expressing PfHsp90, BacTiter-Glo ATP, 48 h; yeast lacking PDR1 and PDR3 efflux regulators. inhibition, % at 9.4 µM. 310,000 compounds, 0.32% hits. AID 504621;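 active = every replicate shows inhibition above about 80%, whatever the replicate mean, limit read from the data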;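 note: 0% = DMSO neutral controls and 100% = 20 µM radicicol positive controls; yeast relying on Plasmodium falciparum Hsp90 in place of its own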
NSD2 inh: inhibitors of human histone methyltransferase NSD2 | O96028 | NSD2 peptide methylation, AlphaScreen, 120 min | inhibition, % at 12.5 µM | 310,000 compounds, 0.54% hits | AID 743445; in the data active = inhibition above about 50%
RTF Ca sens act: cardiac RTF calcium sensitization; P19429+P45379; activation, % at 7.2 µM; IANBD-labeled TnC RTF fluorescence at EC20 calcium; 0% EC20 calcium, 100% full calcium; 340,000 compounds, 0.24% hits;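 active = activation above the mean over all tested compounds plus 3 SD, cut at about 30% in these data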;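 note: rise in fluorescence read as greater calcium sensitivity of cardiac thin filaments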
RTF Ca sens inh: cardiac RTF calcium desensitization; P19429+P45379; IANBD-labeled cardiac RTF, Ca2+ fluorescence; inhibition, % at 7.15 µM; 340,000 compounds, 0.12% hits;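 active = inhibition above the mean inhibition of all tested compounds plus 3 SD, cut at about 17% in these data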;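 note: assay run at fixed EC70 calcium of 1.6 mM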
CDK5 inh: inhibitors of human CDK5/p35 kinase; inhibition, % at 10 µM; 330,000 compounds, 0.01% hits; Q00535+Q15078; Recombinant CDK5/p35, ADP-Glo luminescence, 60 min;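 active = highest replicate inhibition of at least 50% and at least 75% of replicates reaching 50%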;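 note: plate controls were DMSO neutral control for no effect and GW8510 at 10 µM for full effect; many of its hits are not listed in these tables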
LANA DNA inh: KSHV C-LANA DNA binding inhibition; MBP-C-LANA/FAM-LBS DNA binding, fluorescence polarization; inhibition, % at 9 µM; 340,000 compounds, 0.078% hits; AID 504423;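 active = highest replicate inhibition at or above 60% at 9 µM, even if other replicates fall short; inactive = all replicates below 60% inhibition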;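 note: 0% = neutral control wells and 100% = 4 µM acridine orange control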
The depositor's hits bear a star; . = no result given.

SMILES	dFosB act	Keap1-Nrf2 PPI	PvdQ inh	SUMO Mot1 rescue	Rtt109 HAT inh	PfHsp90 set2	NSD2 inh	RTF Ca sens act	RTF Ca sens inh	CDK5 inh	LANA DNA inh
CS(=O)(=O)Nc1nc2n(n1)C(c1ccc(F)cc1)CC(c1ccccc1)N2 (stereo not given)	5.2	0.2	1.0	0.2	-2.6	1.7	-1.6	2.3	0.9	0.0	2.0
COc1ccc(CNC(=O)CN(Cc2ccc(OC)cc2)C(=O)c2csnn2)cc1	-6.9	-7.0	-13.8	7.2	-0.2	19.4	-1.3	3.4	-5.4	-1.3	-1.1
c1ccc(-c2ccc(C3CCCN3)cc2)cc1 (stereo not given)	4.0	2.7	-0.8	10.6	4.3	0.7	15.2	-10.8	0.6	0.8	-1.9
O=C(c1ccc(Cn2cc(Br)cn2)cc1)N1N=C(C(F)F)CC1(O)C(F)F (stereo not given)	-8.0	-2.8	-4.9	37.7	-1.8	12.0	0.9	6.7	-6.6	-2.2	-0.7
O=C(c1cc2nc(-c3ccccc3)cc(-c3ccccc3)n2n1)N1CCCC1	-42.8	3.4	-13.8	8.8	-1.1	-24.6	-3.1	-2.3	0.0	0.8	-1.4
O=C1OCC/C1=C\c1ccc(O)cc1	2.5	4.3	2.2	-1.5	0.9	3.8	.	-0.5	-5.2	2.8	0.6
O=C(COC(=O)c1ccc(S(=O)(=O)N2CCCCC2)cc1)NCc1ccccc1	4.0	-4.8	6.7	12.4	0.6	-1.0	-0.7	5.9	-3.6	-1.0	-1.3
Cc1ccccc1OCC(=O)N/N=C/c1ccc(Sc2nc3ccccc3s2)o1	-2.8	-0.7	-7.2	3.3	4.2	.	-0.3	1.7	-12.0	-0.8	1.0
CC1(C)C2CCC1(CS(=O)(=O)N1CCOCC1)C(=O)C2 (stereo not given)	3.7	-0.9	-5.5	3.9	-4.9	1.9	2.7	-1.3	0.2	0.6	3.5
Cc1noc(C)c1COC(=O)/C=C/c1ccccc1Cl	-4.0	-5.3	-18.5	-4.5	1.6	.	-8.1	9.0	-4.3	-4.0	0.5
COC(=O)c1sc(NC(=O)c2ccc(C)o2)nc1C	-13.6	-3.6	15.0	8.6	-0.6	15.8	-0.4	5.1	8.0	1.7	-0.1
CCCCCCCCNC(=O)c1cnsn1	-7.1	0.6	10.3	-14.7	12.4	4.1	-2.8	1.4	6.4	1.4	0.4
CC(C)=CCC/C(C)=C/CNC(=O)C[C@H]1C[C@H](C(=O)N2CCCCC2)[C@@]2(C)c3[nH]c4ccc(Cl)cc4c3CCN2C1=O	2.9	-1.0	3.3	.	-6.3	-16.8	.	-3.8	-3.0	-4.8	-1.1
CC(=O)Nc1c(O)nc(SCC(=O)Nc2c(C)cccc2C)[nH]c1=O	5.3	-3.6	-14.4	-0.2	10.6	1.4	-3.3	-1.5	-4.7	0.7	1.4
CNc1ccccc1C(=O)OC(C)C(=O)Nc1ccc(S(=O)(=O)N2CCCC2)cc1 (stereo not given)	-0.1	2.9	5.4	28.3	-86.9	2.2	-3.6	-6.4	-1.4	-1.3	0.1
CCCN1CCN(C(=O)Nc2ccc(OCC)cc2)CC1	-6.2	-4.3	-14.8	32.4	-4.4	16.8	-0.3	1.1	-25.6	2.5	1.2
O=C(O)C(c1ccccc1)C1(O)CCCCC1 (stereo not given)	-7.1	-4.1	-7.7	-11.2	-5.1	-8.4	-2.6	0.1	-7.4	0.1	-3.6
COc1ccccc1N1CCN(S(=O)(=O)c2cc(-c3cc(C)no3)ccc2C(C)C)CC1	-7.7	-2.5	-11.9	4.4	-6.4	-8.4	-0.9	-2.2	-6.5	2.8	0.1
O=C(c1cc(-c2ccco2)on1)N1CCCc2ccccc21	-0.9	-1.5	4.8	2.3	7.3	-15.5	-1.5	-4.9	0.0	3.4	0.7
O=C(Nc1ccccc1N1CCN(c2ccccc2)CC1)C1CCCCC1	-0.5	-0.6	26.0	-9.4	-5.9	-1.1	0.8	0.6	-3.8	0.5	1.0
CCOc1cc2[nH]c(=S)n(CCCCC(=O)NCc3ccco3)c(=O)c2cc1OCC	-4.7	-2.6	9.0	-10.1	-10.1	.	-0.1	-1.8	-6.2	-0.3	-1.3
CCCc1c(C(=O)N/N=C/c2ccccc2OCc2ccc(F)cc2)nnn1-c1nonc1N	5.0	-6.4	-10.4	-38.9	0.9	-8.3	-6.0	0.2	-10.4	-0.9	0.4
COC(=O)c1cc(S(=O)(=O)N2CCC(C(N)=O)CC2)oc1C	-2.8	0.4	-1.2	-5.5	4.8	4.5	-0.7	3.9	-15.5	-1.6	-0.8
Cc1ccc2oc(=O)n(CC(=O)c3ccc(F)cc3)c2c1	10.1	-1.3	1.2	-3.8	.	-11.0	-0.1	3.9	-10.1	0.5	0.6
CC(C)CN(C(=O)Cn1ccccc1=O)C1CCS(=O)(=O)C1 (stereo not given)	-2.1	-0.2	-10.5	-0.9	3.9	2.6	-2.1	2.3	1.2	0.7	-0.7
Cc1ccc(OC(=O)C(C)c2cccc(C(=O)c3ccccc3)c2)cc1 (stereo not given)	-2.1	-5.2	-1.8	6.1	-0.7	0.7	.	1.7	-3.4	-2.0	0.8
O=C(Cc1cc(=O)[nH]c(=O)[nH]1)NCCN1CCOCC1	-4.7	-1.2	13.1	0.2	0.3	-9.8	.	1.6	-8.1	6.5	0.7
CCCN1CCc2c(sc3nc(SC)n(-c4ccccc4)c(=O)c23)C1	-5.3	-2.9	-4.3	-8.4	-2.4	-11.4	3.1	0.9	-4.7	-1.2	1.0
CC(C)CN(C(=O)c1cccs1)C1CCS(=O)(=O)C1 (stereo not given)	-0.3	-2.7	-12.3	.	-1.4	-21.8	-1.3	-5.4	-0.5	0.6	0.9
CCCOC1(NC(=O)c2ccccc2)C(C)=CC(=O)C=C1C	-1.6	-4.1	-12.2	-24.5	-19.7	.	-1.5	0.9	3.4	-2.1	0.8
CCOc1cccc2sc(=NC(=O)CCS(=O)(=O)c3ccccc3)n(CC)c12	-6.8	-2.7	-0.7	-9.8	-16.0	-26.3	1.3	-1.4	5.3	-0.6	-2.5
COc1ccc(C(=O)Nc2nc(N)n(-c3ccccc3)n2)cc1OC	3.9	-1.9	-15.1	13.3	-1.1	-3.7	-4.8	4.4	-10.0	-3.2	-0.4
Cc1ccc(S(=O)(=O)N2CCCCC2)cc1NC(=O)C1=NN(c2ccccc2)C(=O)CC1	-7.9	-0.5	9.7	.	-0.2	.	-0.8	-2.7	-0.3	0.8	0.7
Cc1nc2nc(-c3ccc(F)cc3)cn2nc1C	-11.6	-10.0	-13.1	-8.9	2.0	5.3	1.2	2.5	-16.9	5.8	4.4
CCC1CCCCN1CC(O)Cn1c2ccccc2n2c(=O)cc(C)c(C#N)c12 (stereo not given)	0.8	3.8	-5.1	6.4	6.6	1.4	5.3	-2.9	-3.8	-3.4	-0.9
COc1ccc(Cn2nnnc2CN2CCC(O)(c3ccccc3F)CC2)cc1	-7.8	1.9	-12.1	.	0.1	-28.4	1.5	6.2	1.2	0.1	3.4
CNC(=O)c1cn(-c2ccccc2)c(=O)c2ccccc12	6.3	3.3	-1.5	-16.1	-7.1	-4.3	0.5	-2.2	-5.8	0.5	0.3
O=C(c1cc2ccccc2oc1=O)N(Cc1cccs1)C1CCS(=O)(=O)C1 (stereo not given)	-2.6	-2.2	4.0	14.4	4.5	-30.5	-1.2	-5.3	-3.2	-0.6	-0.1
COc1cc(NS(=O)(=O)c2ccc(-c3ccc(=O)[nH]n3)o2)cc(OC)c1OC	-0.6	-0.7	-2.8	2.4	-28.0	-3.0	1.4	-1.2	-4.8	-1.0	-1.6
COC(=O)C(C)Oc1ccc(Oc2nc(Cl)ccc2Cl)cc1 (stereo not given)	-2.7	0.8	-7.8	4.4	0.1	-21.5	-3.8	-3.0	-0.4	-2.8	1.6

Overlap with the part before: four entries, followed by the next part.
SMILES	dFosB act	Keap1-Nrf2 PPI	PvdQ inh	SUMO Mot1 rescue	Rtt109 HAT inh	PfHsp90 set2	NSD2 inh	RTF Ca sens act	RTF Ca sens inh	CDK5 inh	LANA DNA inh
CNC(=O)c1cn(-c2ccccc2)c(=O)c2ccccc12	6.3	3.3	-1.5	-16.1	-7.1	-4.3	0.5	-2.2	-5.8	0.5	0.3
O=C(c1cc2ccccc2oc1=O)N(Cc1cccs1)C1CCS(=O)(=O)C1 (stereo not given)	-2.6	-2.2	4.0	14.4	4.5	-30.5	-1.2	-5.3	-3.2	-0.6	-0.1
COc1cc(NS(=O)(=O)c2ccc(-c3ccc(=O)[nH]n3)o2)cc(OC)c1OC	-0.6	-0.7	-2.8	2.4	-28.0	-3.0	1.4	-1.2	-4.8	-1.0	-1.6
COC(=O)C(C)Oc1ccc(Oc2nc(Cl)ccc2Cl)cc1 (stereo not given)	-2.7	0.8	-7.8	4.4	0.1	-21.5	-3.8	-3.0	-0.4	-2.8	1.6
O=C(COc1cc2oc(=O)c3c(c2cc1Cl)CCCC3)NCC1CCC(C(=O)O)CC1 (stereo not given)	-3.5	-3.5	-3.2	-18.6	4.5	-12.8	0.2	6.8	-13.3	0.3	-0.6
Cc1ccc2c(c1)[nH]c1c(=O)n(Cc3ccccn3)cnc12	6.0	-0.2	3.8	22.0	-0.4	-33.3	1.7	-3.4	1.9	0.9	0.3
CCc1ccc(CSc2nccn2-c2ccccc2)cc1	-8.4	-0.4	-1.3	-5.5	-4.4	0.9	8.4	-4.0	-10.2	0.3	0.1
C/C(Nc1ccc(Cl)cc1)=C1/CCOC1=O	5.0	1.2	-5.3	.	6.6	15.4	1.1	-2.3	-4.6	0.2	-0.8
COc1ccc(/C=N/NC(=O)CN(C)C(=O)OCc2ccccc2)cc1OC	-18.7	3.5	4.7	-3.8	13.5	-40.3	-2.0	-2.6	-5.7	-0.3	-0.9
CCOc1ccc2nc(N3CCC(C(=O)NCCCN4CCOCC4)CC3)sc2c1	-3.0	-1.7	-8.0	-10.2	-27.7	-11.8	-3.6	3.4	-10.2	0.8	-1.8
O=C(NCC(c1ccc(F)cc1)N1CCOCC1)c1ccc(C(=O)c2ccccc2)cc1 (stereo not given)	-5.3	-2.3	-3.7	-3.4	-5.3	17.7	1.9	0.3	4.6	-1.0	1.1
O=C(COc1ccccc1[N+](=O)[O-])Nc1cccc(Cl)c1N1CCOCC1	0.3	3.0	-16.0	5.1	3.0	-9.5	1.3	-3.2	-1.8	0.0	1.9
O=C(Oc1c(Cl)cc(Cl)c2cccnc12)N1CCOCC1	-6.3	-2.8	6.4	4.3	9.8	-13.1	10.0	-3.7	2.4	0.6	-0.1
CCNc1nc(C)nc2c1oc1ccccc12	-10.8	1.5	10.5	-0.8	0.1	1.6	10.5	2.5	1.4	-0.5	2.2
O=C1CCCC(=O)C1C(c1ccc(Cl)cc1)C1C(=O)CCCC1=O	-10.8	-1.2	-6.2	3.6	6.2	0.4	-2.2	2.3	-2.2	-0.2	0.0
